# Source: PubChem
# D1 potentiator = Potentiators of Human D1 Dopamine Receptor: qHTS. D(1A) dopamine receptor (Homo sapiens), P21728. HEK293 TREx D1 cells, calcium flux, dopamine EC20 potentiation. potentiation, % at 10 µM. actives 0.036% (n = 360,000); in the data active = potentiation above about 30%; also: 0% is about no effect
# D2 antagonist = HTS Assay for Allosteric Antagonists of the Human D2 Dopamine Receptor: Primary Screen for Antagonists; D(2) dopamine receptor (Homo sapiens), P14416; HEK293 TREx D2 cells, calcium flux, dopamine EC80; inhibition, % at 10 µM; actives 2% (n = 340,000); AID 485344, 2010; in the data active = inhibition above about 30%; also: 0% is about no effect
# Target sequence (P14416 whole entry, looked up): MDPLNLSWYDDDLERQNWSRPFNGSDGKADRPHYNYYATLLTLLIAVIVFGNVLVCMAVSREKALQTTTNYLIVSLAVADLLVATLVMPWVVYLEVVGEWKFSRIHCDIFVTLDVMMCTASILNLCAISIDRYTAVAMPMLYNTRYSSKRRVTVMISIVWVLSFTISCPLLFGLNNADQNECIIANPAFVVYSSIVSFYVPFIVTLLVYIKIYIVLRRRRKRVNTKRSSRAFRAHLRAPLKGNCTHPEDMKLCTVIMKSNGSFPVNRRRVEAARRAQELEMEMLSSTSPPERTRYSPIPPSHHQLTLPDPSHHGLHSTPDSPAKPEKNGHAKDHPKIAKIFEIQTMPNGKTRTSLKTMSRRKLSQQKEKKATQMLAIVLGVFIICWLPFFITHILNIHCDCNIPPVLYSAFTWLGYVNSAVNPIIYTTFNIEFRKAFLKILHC
#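 Measurement of antagonist activity uses fluorescent calcium dye in inducible HEK293 T-REx D2 cells: 10 s baseline, compound addition with 180 s read, EC80 dopamine addition with a further 180 s read.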
# D2 potentiator = HTS Assay for Positive Allosteric Modulators of the Human D2 Dopamine Receptor: Primary Screen for Potentiators. actives 0.34% (n = 340,000). HEK293 T-REx D2, calcium flux, EC20 dopamine potentiation. potentiation, % at 10 µM;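 active = potentiation over 3 SD above the plate norm, cut at about 30% in these data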; also: 0% is about no effect
#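 Calcium flux readout, no-wash dye, 1 read/s. Inducible HEK293 Trex D2 line, overnight 30 C. Compound alone 180 s (agonist flags), then EC20 dopamine, another 180 s to score potentiation.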
# D1 antagonist = Antagonist of Human D 1 Dopamine Receptor: qHTS. AID 504652, 2011. HEK293 TREx D1 cells, calcium flux, dopamine EC80; hits give low values. D(1A) dopamine receptor (Homo sapiens), P21728. activity change, negative = inhibition, % at 10 µM. actives 3.2% (n = 360,000); in the data active = activity change below about -30%; also: % is scaled to controls: 0 for no effect and ±100 for the full control effect
#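 After overnight tetracycline induction at 30 C, force-coupled D1 HEK293 cells took up a no-wash calcium dye at room temperature. Compounds were added and monitored 180 s, and the response to EC80 dopamine was then recorded.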
# TRHR agonist = qHTS for Small Molecule Agonists and Allosteric Enhancers of Human TRH Receptor: Primary Screen for Agonists; TRHR cells, calcium flux fluo-8, FDSS agonist mode; AID 493084, 2011; actives 0.18% (n = 360,000); Thyrotropin-releasing hormone receptor (Homo sapiens), P34981; activation, % at 2 µM; also: 0% is about no effect
# Target sequence (P34981 whole entry, looked up): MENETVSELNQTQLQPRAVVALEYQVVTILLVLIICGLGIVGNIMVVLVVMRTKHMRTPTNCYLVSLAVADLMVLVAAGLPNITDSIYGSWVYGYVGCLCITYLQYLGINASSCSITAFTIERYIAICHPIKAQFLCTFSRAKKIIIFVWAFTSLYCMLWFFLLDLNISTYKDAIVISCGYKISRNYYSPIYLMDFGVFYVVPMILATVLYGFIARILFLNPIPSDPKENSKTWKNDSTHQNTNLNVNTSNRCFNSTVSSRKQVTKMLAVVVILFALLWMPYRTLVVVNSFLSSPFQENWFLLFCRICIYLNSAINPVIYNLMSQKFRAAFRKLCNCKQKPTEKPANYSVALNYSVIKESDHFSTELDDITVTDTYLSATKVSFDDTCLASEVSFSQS
#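 Read-out: compound-evoked intracellular calcium rise in TRHR cells, fluo-8 dye, kinetic FDSS fluorescence at 1 s/cycle following a 10-cycle baseline. Cells cultured overnight before dye loading (30 min–1.5 h, RT).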
# D2 ag = HTS Assay for Allosteric Agonists of the Human D2 Dopamine Receptor: Primary Screen for Agonists. HEK293 T-REx D2 cells, calcium flux agonist mode. activation, % at 2 µM. actives 0.53% (n = 340,000). AID 485358, 2010. D(2) dopamine receptor (Homo sapiens), P14416;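 active = activation over 3 SD above normal in the single-dose calcium agonist read, cut at about 30% in these data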; also: 0% is about no effect
#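 Calcium-flux readout, 1 cycle/sec over 180 s following compound pin transfer, in inducible HEK293 Trex D2 cells (force-coupled); dopamine controls included. Positive calcium responses during this window marked compounds as potential agonists.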
# TRHR PAM = qHTS for Small Molecule Agonists and Allosteric Enhancers of Human TRH Receptor: Primary Screen for Enhancers; Thyrotropin-releasing hormone receptor (Homo sapiens), P34981; TRHR cells, fluo-8 calcium fluorescence, EC20 TRH enhancement; enhancement, % at 2 µM; actives 0.66% (n = 360,000); AID 493056, 2011; in the data active = enhancement above about 30%; also: 0% is about no effect
#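 TRHR-expressing cells loaded with fluo-8 calcium dye were read kinetically (ex 480/em 530) during compound addition, then stimulated with an EC20 of TRH (10 nM final). Enhancement of the Gq-mediated intracellular calcium response was scored.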
# RXFP1 antag = qHTS Assay for Antagonists of the Relaxin Receptor RXFP1. Relaxin receptor 1 (Homo sapiens), Q9HBX9. HEK293-RXFP1, relaxin-stimulated cAMP HTRF, 30 min; hits give low values. actives 0.59% (n = 350,000). activity change, negative = inhibition, % at 57.5 µM. AID 1259400, 2018;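 active = activity change of -60% or lower, but not beyond a set lower limit; inconclusive = change between -60% and -40%, or beyond the set limit; inactive = change above -40%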; also: % is scaled to controls: 0 for no effect and ±100 for the full control effect
# D1 ag = Allosteric Agonists of the Human D1 Dopamine Receptor: qHTS; HEK293 T-REx D1 cells, calcium flux, agonist mode; AID 504660, 2011; actives 1% (n = 360,000); activation, % at 2 µM; D(1A) dopamine receptor (Homo sapiens), P21728; also: 0% is about no effect
#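 Agonism was scored from calcium flux recorded over 180 s (1 read/s) after pintool compound addition, following a 10-cycle baseline. Cells were inducible force-coupled HEK293 TREx D1, plated overnight at 30 C and loaded with no-wash calcium dye.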
# Numbers without * were called inactive; ? = inconclusive; · = not tested or not shown; & = joins results of further samples. Rule as the data show it, unless noted: active = activation above about 30%; inactive = the rest.
# Order of results – D1 potentiator	D2 antagonist	D2 potentiator	D1 antagonist	TRHR agonist	D2 ag	TRHR PAM	RXFP1 antag	D1 ag
- COc1ccc(NS(=O)(=O)c2cccc(C(=O)NNC(=O)c3ccccc3O)c2)cc1
 : -6	6	-11	23	-0.3	-0.8	4	16	0
- O=C(CCCN1C(=O)NC2(CCCC2)C1=O)Nc1cccc(S(=O)(=O)N2CCOCC2)c1
 : 1	-4	7	6	0.2	0.2	19	5	1
- O=C(OCC(=O)N1CCOCC1)c1ccc2ccccc2c1O
 : -6	-36	10	-11	0.3	0.2	-5	1	5
- CCN(c1ccc(OCC(=O)OCC(=O)Nc2ccc(F)c(F)c2F)cc1)S(=O)(=O)c1ccccc1
 : 2	-1	11	3	0.0	-0.2	2	-7	4
- O=C(c1ccccc1)N1CN2CN(C(=O)c3ccccc3)CC([N+](=O)[O-])(C2)C1
 : -8	13	2	-21	-0.2	0.4	-1	13	1
- Cc1c(CCC(=O)O)c(=O)oc2c(C)c(OCc3cc4c(cc3Cl)OCO4)ccc12
 : -2	3	-4	1	-0.5	0.5	15	2	1
- Cc1ccc(NC(=O)CSc2nnc(CNC(=O)c3cccs3)o2)c(C)c1
 : -2	14	24	6	0.2	0.2	4	8	1
- COCCn1c(=N)c(C(=O)NCc2ccco2)cc2c(=O)n3ccccc3nc21
 : 1	6	-4	-8	0.2	0.5	2	5	-1
- O=C(c1ccco1)N1CCN(S(=O)(=O)c2cccc(C(F)(F)F)c2)CC1
 : 0	10	-8	-1	0.6	0.4	7	-5	1
- O=C(NNC(=O)c1nc2ccccc2[nH]1)OCc1ccccc1
 : -6	·	·	19	0.7	·	2	·	1
- Cc1ccc(C(=O)Cn2cccn2)cc1
 : -6	8	0	-6	0.4	8.3	-2	?	4
- OCC1OC(Oc2cccc3ccccc23)C(O)C(O)C1O (configuration not stated)
 : -1	5	-2	-14	0.3	0.4	-4	0	1
- CCOc1ccc(N2CC(C(=O)Nc3cccc(S(=O)(=O)NC4=NCCC4)c3)CC2=O)cc1 (configuration not stated)
 : -2	12	0	-3	-0.3	0.0	0	-2	3
- O=C(N/N=C/C1CC=CCC1)c1ccccc1O (configuration not stated)
 : 4	-9	1	3	0.2	0.1	0	-6	1
- O=C(Nc1ccc2c(c1)C(=O)N(CC1CCCO1)C2=O)c1ccc(Cl)c(Cl)c1 (configuration not stated)
 : -3	-14	-1	·	0.2	-0.7	-12	-9	17
- CC(=O)Nc1cccc(-n2c(=O)n(Cc3ccccc3)c(=O)c3[nH]cnc32)c1
 : 6	21	0	-11	0.2	-0.1	0	6	3
- Fc1ccccc1N1CCN(c2nccn3nc(-c4ccc(Br)cc4)cc23)CC1
 : 1	·	9	-9	0.0	-1.2	10	·	2
- Cc1ccc(NC(=O)C2=CC(c3cccs3)=NS(=O)(=O)N2C)cc1
 : 5&-1	-13	-6&4	-24&-21	0.5&0.4	-0.2&5.7	-6&2	-12&-8	6&5
- CCCCCCCCNC(=O)CCNC(=O)c1ccc(C(C)(C)C)cc1
 : -2	13	4	2	-0.1	-1.4	-1	-17	0
- COc1ccc(CCNC(=O)NCCc2c[nH]c3ccccc23)cc1OC
 : -2	10	3	4	-0.3	0.3	-6	-2	2

# Next structures follow:
# Order of results – D1 potentiator	D2 antagonist	D2 potentiator	D1 antagonist	TRHR agonist	D2 ag	TRHR PAM	RXFP1 antag	D1 ag
- CC(SCc1ccccc1)C(=O)NCc1ccccn1 (configuration not stated)
 : 0	-14	-1	0	1.9	0.6	1	-1	0
- O=C(CCS(=O)(=O)c1cccc2nsnc12)Nc1ccc(F)cc1
 : 0	·	-1	-18	0.0	·	-1	·	-1
- CCCN1C(=O)C2(c3ccccc31)c1c(oc3ccccc3c1=O)C(=O)N2CCO (configuration not stated)
 : 1	·	3	-9	-1.2	-1.3	4	·	0
- CCC(Sc1nncn2c1cc1oc(C)cc12)C(=O)Nc1ccc(F)cc1 (configuration not stated)
 : 2	·	4	-20	0.4	0.3	17	-19	0
- O=C(CN(CC1CCCO1)C(=O)CCC(=O)Nc1nccs1)NCc1ccc2c(c1)OCO2 (configuration not stated)
 : 0	-1	-1	-10	0.1	0.9	2	0	-2
- Cc1ccc(C)c(C(=O)CN2C3=NCCCN3c3ccccc32)c1
 : -1	-21	10	22	1.8	0.1	10	-16	5
- Cc1cc(NC(=O)CSc2nnc(-c3ccco3)n2Cc2ccco2)no1
 : 0	-4	-1	24	0.0	-0.8	-8	1	1
- Cc1cc(=O)oc2cc(NS(=O)(=O)c3ccccc3)ccc12
 : 2	-11	-1	-95*	0.3	-0.3	8	-7	1
- FC(F)Oc1ccc(/C=N/c2c(-c3ccc(OC(F)F)cc3)nc3n2CCS3)cc1
 : -4	-8	35*	-11	-1.1	-0.3	4	0	3
- CCOC(=O)c1ccc(NS(=O)(=O)c2ccc(-c3coc(C)n3)cc2)cc1
 : -2	-4	-4	5	0.0	-0.5	1	-8	6
- CCCn1cnnc1CNC(=O)C1CCC(=O)N(CCc2ccc(OC)cc2)C1 (configuration not stated)
 : 6	2	1	-3	0.4	-0.3	6	31	1
- COc1ccc([N+](=O)[O-])cc1NC(=O)COC(=O)/C=C/c1ccco1
 : -3	-7	-3	-14	0.3	-0.2	4	14	-1
- CS(=O)(=O)c1ccc2nc(NC(=O)c3ccccc3Cl)sc2c1
 : -8	-7	-2	3	0.2	-0.2	-4	-5	7
- Clc1cccc(-n2ncc3c(NCCC4=CCCCC4)ncnc32)c1
 : -1	·	-3	-3	1.1	0.0	2	-4	0
- COC(=O)c1ccccc1NC(=O)C(Cc1ccccc1)N1Cc2ccccc2C1=O (configuration not stated)
 : 0	·	-2	9	0.0	-0.3	-5	-14	2
- Cc1ccc2nc(COc3cccc(NC(=O)Nc4ccc(C)c(Cl)c4)c3)cc(=O)n2c1
 : -2	·	-2	0	0.3	0.2	-1	2	0
- Oc1ccc(C=Nc2ccccc2-c2nc3ccccc3[nH]2)cc1
 : 3	10	13	5	0.6	1.0	-3	2	8
- COc1ccccc1-c1coc2cc(OCC(=O)OCc3ccccc3)ccc2c1=O
 : -1	-1	0	-7	0.5	0.4	-2	-18	6
- Cc1ccc(N2Cc3ccccc3C2=O)cc1
 : -3	-5	9	18	0.0	0.4	9	-7	7
- C=CCn1c(=S)[nH]c2cc(C(=O)NCCc3ccc(S(N)(=O)=O)cc3)ccc2c1=O
 : -2	0	1	-4	0.1	0.3	4	-24	2

# (cont.)
# Order of results – D1 potentiator	D2 antagonist	D2 potentiator	D1 antagonist	TRHR agonist	D2 ag	TRHR PAM	RXFP1 antag	D1 ag
- CN(C)S(=O)(=O)c1ccc(C(=O)Nc2ccccc2SCCC#N)cc1
 : -1	1	19	0	-0.5	-0.5	0	1	5
- CCCSCCCNC(=O)c1ccc(Cn2c(=O)c3cccn3c3cccnc32)cc1
 : 0	·	1	-2	0.4	-0.7	2	-9	9
- COc1ccccc1NC(=O)c1cc2ccccc2o/c1=N\O
 : -2	·	·	19	0.4	·	-7	·	0
- CCOC(=O)c1c(C)[nH]c(C)c1S(=O)(=O)N(C)CC(=O)Nc1ccccc1F
 : -1	-3	-6	6	-1.4	0.0	-3	3	0
- CC1(C)CC(=O)c2cc(C(=O)Nn3cnnc3)c(=O)n(-c3ccccc3)c2C1
 : 2	4	0	3	1.3	11	0	-19	0
- Cc1oc(S(=O)(=O)N2CCOCC2)cc1C(=O)Nc1ccc(Cl)cc1
 : -3	11	11	24	0.6	0.8	-2	-4	5
- Cc1occc1-c1nnc(SCC(=O)NCc2ccco2)n1CC(C)C
 : -1	8	5	4	0.0	0.1	7	10	0
- CCCCn1c(SCC(=O)NNC(=O)c2ccco2)nnc1-c1ccco1
 : -3	8	-2	12	-0.1	3.0	0	-8	1
- CCCOc1ccc(-c2c(C(=O)N/N=C(\C)c3cccs3)nnn2-c2nonc2N)cc1
 : -6	-5	-1	12	1.4	1.7	14	-16	11
- Cc1ccc(NC(=O)COC(=O)CN2C(=O)NC3(CCCC3)C2=O)cc1S(=O)(=O)N(C)C
 : -6	·	·	-12	0.4	·	12	-5	2
- CCOc1c(Br)cc(CNC2CCCCCCC2)cc1OC
 : -8	·	·	·	1.1	·	4	-7	13
- COc1ccc(S(=O)(=O)N2CCC(C(=O)N[C@@H](C)C(=O)NCc3ccncc3)CC2)cc1
 : 2	·	9	22	0.4	·	5	-14	2
- CCOC(=O)N1CCN(S(=O)(=O)c2ccc(F)c(C(=O)Nc3cc(C)cc(C)c3)c2)CC1
 : -2	-10	-2	-3	-2.1	·	0	-4	2
- COC(=O)c1ccc2c(c1)N(Cc1nc(-c3cccc(C)c3)oc1C)C(=O)C1CCCN21 (configuration not stated)
 : 2	6	4	4	-0.1	0.2	4	·	0
- CCCn1c(SCC(=O)c2cc(C)ccc2C)n[nH]c1=O
 : 2	1	-12	·	-0.4	0.3	1	-13	0
- CCOC(=O)CC(=O)CSc1ncnc2c1cnn2-c1ccccc1
 : -4	17	3	-5	0.8	1.0	-1	7	3
- Cc1ccc(CNC(=O)CSc2n[nH]c(N)n2)cc1
 : 11	13	·	-5	-1.5	1.9	8	1	1
- O=C(Cn1ccc([N+](=O)[O-])n1)Nc1nccs1
 : 1	0	1	2	0.6	-0.5	6	-6	1
- COc1ccc(C(=O)Nc2nc3ccc(OC)cc3s2)cc1
 : -2	3	-11	-12	0.0	0.4	-11	3	3
- O=C(Cc1cn(Cc2cccc(Cl)c2)c2ccccc12)N1CCCCCC1
 : -1	6	8	25	-0.6	-0.4	-7	·	2
- Cc1cc(C(=O)OCC(=O)NC2(C#N)CCCCC2)c(C)o1
 : -6	-15	19	9	-0.1	-0.1	1	0	1

# Record cards, as listed above.
# `CCOC(=O)c1c(C)[nH]c(C)c1S(=O)(=O)N(C)CC(=O)Nc1ccccc1F` across the screens: D1 potentiator = -1; D2 antagonist = -3; D2 potentiator = -6; D1 antagonist = 6; TRHR agonist = -1.4; D2 ag = 0.0; TRHR PAM = -3; RXFP1 antag = 3; D1 ag = 0
# `Cc1ccc(NC(=O)COC(=O)CN2C(=O)NC3(CCCC3)C2=O)cc1S(=O)(=O)N(C)C` across the screens: D1 potentiator = -6; D2 antagonist = ·; D2 potentiator = ·; D1 antagonist = -12; TRHR agonist = 0.4; D2 ag = ·; TRHR PAM = 12; RXFP1 antag = -5; D1 ag = 2

# Compounds as they come; any-hit rate near 7.1%.
